Bioassay records: PubChem, several laboratories
b-catenin transl: modulators of beta-catenin nuclear translocation, primary screen, imaging, HeLa cells, immunofluorescence, high-content; nuclear translocation activity, % at 5 µM; actives 0.3% (n = 190,000); AID 1665, 2009;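 active = nuclear translocation activity above 50% at 5 µM, with a well cell count of 50 or more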;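 also: per-cell ratio of nuclear to cytoplasmic median beta-catenin stain intensity; plate controls were DMSO negative control for no effect and GSK-3 inhibitor IX positive control for full effect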
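assay system = human HeLa cells, endogenous beta-catenin | times = compound treatment 24 h, 37°C, 5% CO2 | detection = Anti-beta-catenin immunofluorescence on PFA-fixed, Triton-permeabilized cells, DAPI nuclei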
Autophagy HCS: autophagy modulators in MEF cells, primary screen, imaging, high-content, MEF GFP-LC3 | MEF GFP-LC3 puncta imaging; test concentration mostly 10 µM | calls only at 10 µM (by protocol) | actives 0.98% (n = 190,000);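 active = percentage of spot-positive cells more than 3 SD above its plate mean, without a fluorescence outlier flag or 80% toxicity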;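 also: spot-positive cell cutoff set from DMSO-treated cells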
Hep lipid drop: inhibitors of hepatocyte lipid droplet formation, primary screen, imaging, high-throughput imaging, BODIPY stain; AML12 mouse hepatocytes, oleate lipid droplets; inhibition, % at 6.5 µM; actives 0.4% (n = 240,000); AID 1656, 2009;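 active = lipid droplet intensity inhibited by at least 50%, with more than 500 cells counted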
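Material: mouse AML12 hepatocyte cell line, fixed after treatment; Timing: compound with oleate, overnight; Technique: high-content imaging of BODIPY-stained droplets and DAPI nuclei; Probe or stimulus: oleate, 100 µM final; Dosing: compound at 6.5 µM only.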
XIAP displacement: XIAP antagonists, biochemical, IAP family, fluorescence polarization (AID 1018); E3 ubiquitin-protein ligase XIAP (Homo sapiens); XIAP BIR domain, fluorescence polarization peptide displacement; higher % means a stronger effect; one-dose displacement, % at 20 µM; IC50 in µM for titrated hits; actives 0.007% (n = 200,000); in the data active = displacement above about 50%; also: a part of the inactive calls stands beside numbers as strong as those of hits
Ins promoter up: insulin promoter activators in MIN6 cells, imaging, high-content screening, mouse beta cells; z-score at 5 µM; actives 0.3% (n = 190,000); MIN6 insulin promoter-GFP reporter; hits give high values;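 active = z-score above 3 at 5 µM with at least 500 cells counted in the well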
Dynein cargo inh: inhibitors of GR-EGFP nuclear translocation, primary screen, dynein cargo transport inhibitor project, imaging, high-content, 3617.4 mouse cells | test concentration mostly 20 µM; stimulated with dexamethasone, 1 µM; hits give low values | z-score, hits read low | actives 0.47% (n = 220,000) | AID 1381, 2008;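 active = plate z-score of nuclear minus cytoplasmic receptor signal below a set negative limit, without overly bright fluorescence or cell loss, cut at about -3.5 in these data, passing the limit was not always enough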;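 also: z-score of nuclear minus cytoplasmic ring GR-EGFP intensity difference per well; some compounds called inactive have numbers as strong as hits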
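Also added – dexamethasone, 1.0 µM final · Buffer or medium – tet-free, stripped-serum medium · Schedule – induction 48 h, compound 1 h, agonist 30 min · Detection – formaldehyde fixation, Hoechst nuclear stain, 10x automated fluorescence imaging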
MT stabilizer: microtubule stabilizers in HeLa cells, primary screen, imaging, high-content imaging. HeLa tubulin immunostaining HCS, 24 h; share of cells brighter than vehicle mean+2SD. % tubulin-high responders, % at 10 µM. actives 0.83% (n = 200,000);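 active = plate Z-score above 3 for both tubulin-high and condensed-nucleus cell shares, with cell loss under 80%, at 10 µM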;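 also: anti alpha tubulin signal scored within the nucleus-defined area of each cell; some results filed as inactive read as strong as hits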
WT yeast gro inh: growth inhibition of WT strain, primary screen, mitochondrial fusion inhibitor project, WT and mutant strains, chemical genetic | mitochondrial fusion phenotypic screen | inhibition, % at 10 µM | actives 2.1% (n = 190,000) | AID 1362, 2008; in the data active = inhibition above about 58%; tested in S. cerevisiae
CSM14.1 death rescue: rescue of cells from ER stress-induced death, primary screen, 384-well, CSM14.1, thapsigargin, ATP luminescence (AID 1222); CSM14.1 thapsigargin-induced death rescue, ATP luminescence; higher % means a stronger effect; cellular ATP content (survival), % at 20 µM; hits with a dose series show EC50 in µM; 190,000 tested, under 10 active;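 active = EC50 below 50 µM in the dose-response confirmation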;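 also: death triggered by thapsigargin at about 15 µM added after 2 h compound pretreatment; cell ATP read after overnight thapsigargin exposure of roughly 18 to 22 hours; normalized against plate controls of thapsigargin alone and 5% DMSO vehicle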
WT yeast gro inh mutant strain: also measured in WT yeast gro inh; calls as there; inhibition, %; mitochondrial fusion phenotypic screen, mutant strain inhibition
Dynein cargo inh cytoplasmic EGFP: recorded beside Dynein cargo inh, whose call it bears; z-score; measured here: cytoplasmic GR-EGFP intensity; hits give high values
Dynein cargo inh nuclear GR-EGFP: second read-out of Dynein cargo inh, no call of its own (marks repeat the call); z-score; measured here: nuclear GR-EGFP intensity;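 lower value marks the stronger effect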
Dynein cargo inh cell count: second read-out of Dynein cargo inh, no call of its own (marks repeat the call); z-score; measured here: cell count per field
Ins promoter up cell count: second read-out of Ins promoter up, no call of its own (marks repeat the call); cell count; measured here: cytotoxicity, nuclei count;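 total cells summed across four imaged fields per well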
Hep lipid drop cells 6.5 µM: second read-out of Hep lipid drop, no call of its own (marks repeat the call); cell count; measured here: cell count, cytotoxicity flag;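 cells counted across two imaged fields per well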
b-catenin transl cell count 5 µM: also measured in b-catenin transl; calls as there; cell count; measured here: cell count, cytotoxicity flag
MT stabilizer Hoechst-high %: second read-out of MT stabilizer, no call of its own (marks repeat the call); % Hoechst-high responders; measured here: nuclear condensation Hoechst responders;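 share of cells brighter than vehicle mean plus two SD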
MT stabilizer cytotoxicity %: second read-out of MT stabilizer, no call of its own (marks repeat the call); toxicity, %; measured here: cytotoxicity by cell density;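 0% = mean cell density of plate MIN control wells and 100% = no cells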
Autophagy HCS cell loss 18 h: second read-out of Autophagy HCS, no call of its own (marks repeat the call); toxicity, %; measured here: cell loss, nuclei count;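 cell loss after 18 h compound exposure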
The depositor's hits bear a star; i = inactive; / = no result given; + = active, no number.

SMILES	b-catenin transl	b-catenin transl cell count 5 µM	Autophagy HCS	Autophagy HCS cell loss 18 h	Hep lipid drop	Hep lipid drop cells 6.5 µM	XIAP displacement	Ins promoter up	Ins promoter up cell count	Dynein cargo inh	Dynein cargo inh cytoplasmic EGFP	Dynein cargo inh nuclear GR-EGFP	Dynein cargo inh cell count	MT stabilizer	MT stabilizer Hoechst-high %	MT stabilizer cytotoxicity %	WT yeast gro inh	WT yeast gro inh mutant strain	CSM14.1 death rescue
CC(=O)c1cccc(NC(=O)CN(C2CCCCC2)S(C)(=O)=O)c1	/	/	i	-5	-20	709	-1.1%	-0.09	802	-0.12	-0.11	0.09	0.96	2.1	0.3	21	6	12	/
CC(C(=O)O)N1C(=O)/C(=C/c2cccn2C)SC1=S (stereo not drawn)	-0.5	549	i	14	1	633	-2.2%	0.35	1264	0.43	-0.24	0.24	0.75	2.5	1.9	1.3	4	9	-2.2%
CN(C)c1ccc(C=C2C(=O)OC3(CCCC3)OC2=O)cc1	0.4	996	i	-6	20	736	-4.2%	0.49	1368	-1.3	-0.28	-0.6	1	3.0	1.6	6.4	-31	-11	0.6%
O=c1ccc2cc3c([nH]c4ccc(Br)cc43)oc-2c1O	/	/	i	-5	-20	701	2.3%	0.64	1177	1.8	-0.21	0.92	-0.71	3.5	2.1	7.6	15	10	/
CCOC(=O)C1CCN(C(=O)CN(c2cc(OC)ccc2OC)S(=O)(=O)c2ccccc2)CC1	0.1	971	i	-2	/	/	-1.3%	-0.01	1112	0.35	-0.19	0.36	0.49	2.8	1.2	2.0	16	6	1.5%
O=C(NCc1ccco1)C(=O)NCC1OCCN1S(=O)(=O)c1ccc(Cl)cc1 (stereo not drawn)	2.5	564	i	8	6	707	-7.3%	-0.01	1334	-0.3	-0.27	0.68	0.34	2.5	2.0	3.5	3	-13	-2.1%
Cc1ccc(NC(=O)CN(C)C(=O)Cn2cc(C(F)(F)F)cc(Cl)c2=O)cc1	-0.9	898	i	-1	8	601	-64%	-0.14	1211	0.24	-0.27	0.38	0.38	2.3	1.6	7.7	-6	-1	-3.0%
COc1ccccc1N1CCN(C2CCN(C(=O)COc3ccccc3)CC2)CC1	-2.1	1133	i	15	0	657	-1.6%	-0.93	1523	0.31	-0.32	0.64	0.22	6.5	1.1	5.7	-6	2	0.3%
CCC(C)SCC(=O)Nc1ccc(S(=O)(=O)N2CCOCC2)cc1OC (stereo not drawn)	-1.1	1384	/	/	11	654	/	-0.18	972	0.68	-0.23	0.35	0.4	/	/	/	/	/	/
CN1C(=O)CS(=O)c2ccc(C(=O)NC3CC3)cc21 (stereo not drawn)	-1.0	1158	i	11	/	/	-4.2%	2.1	928	0.68	-0.18	0.56	-0.41	6.9	1.6	5.9	5	-2	-0.8%
Cc1ccc(N(Cc2ccccc2F)S(C)(=O)=O)cc1C	/	/	i	6	0	791	1.2%	-0.3	890	0.14	0.023	0.46	-0.024	1.6	1.3	6.4	6	12	-0.1%
CC1NC2(C(=O)N(Cc3ccccc3)c3ccccc32)C2C(=O)N(c3ccccc3)C(=O)C12 (stereo not drawn)	-1.2	1082	/	/	-15	501	-2.6%	0.96	1775	1.5	-0.15	1.3	-0.87	2.6	2.8	5.5	10	4	/
O=C(Nc1cn(-c2ccccc2)nc1-c1cccs1)c1ccco1	-5.3	948	/	/	/	/	-5.3%	-0.27	1218	0.22	-0.21	0.43	-0.3	2.3	2.5	10	15	18	-1.6%
COc1ccc(-c2nc3ccncc3[nH]2)cc1OC	-3.2	1437	i	-6	/	/	-17%	0.47	1463	-0.75	-0.096	-1	0.56	1.8	2.2	1.2	-8	-5	-2.7%
O=C(Nc1ccc(S(=O)(=O)N2CCCC2)cc1)c1ccc(CN2CCc3ccccc3C2)cc1	1.7	1056	i	19	-19	659	-1.4%	-3.4	733	-0.47	-0.25	-0.27	0.31	6.1	1.7	11	37	4	-0.5%
OCCN(CC(O)COc1ccccc1)CC(O)Cn1ccc2ccccc21 (stereo not drawn)	1.4	1075	i	2	-8	399	-6.8%	-0.18	1499	0.62	-0.26	0.44	-0.19	1.5	3.1	6.4	-28	19	-0.8%
O=S1(=O)NC(=NCCc2ccccn2)c2ccccc21	-0.6	1126	i	10	26	719	-3.9%	-0.03	1292	0.57	-0.32	0.68	0.00056	3.6	2.1	5.7	-7	2	2.8%
Cc1ccc(C(=O)COC(=O)c2cnccn2)cc1	-1.3	1228	i	-9	/	/	-3.1%	/	/	-0.29	-0.44	-0.27	0.18	2.8	2.1	9.4	-3	-8	0.4%
Cc1ccc(C(=O)NC(=S)Nc2ccc(N3CCOCC3)cc2)cc1C	-5.5	1102	i	-20	-1	691	-0.1%	-1.4	1525	-1.2	-0.27	-0.4	0.73	3.4	2.5	14	18	20	-1.3%
O=C(NN1C(=O)c2ccccc2NC1c1ccco1)c1ccc([N+](=O)[O-])cc1 (stereo not drawn)	-2.3	1046	i	-4	2	731	-12%	-0.4	1157	0.87	-0.23	0.17	-0.083	2.4	2.1	9.9	3	-4	-0.3%
O=C(CSCc1cccc(Cl)c1)N1CCN(Cc2ccc3c(c2)OCO3)CC1	2.0	1030	i	-6	-11	727	-3.5%	/	/	-1	-0.24	-0.58	0.99	1.0	1.4	5.6	42	26	-0.5%
CCCCCOc1ccc(NC(=O)c2cc(SC)ccc2Cl)cc1	-0.7	889	i	1	3	521	-4.7%	/	/	-0.52	-0.31	-0.56	0.23	2.8	2.2	8.3	-6	-23	13%
COc1ccc(-c2cn3cccnc3n2)cc1NC(=O)c1ccc(Br)o1	-0.1	1466	i	13	/	/	-3.6%	-1.2	1342	0.52	-0.33	0.098	0.092	6.7	4.6	8.0	5	-23	-1.4%
Cc1cc(Cl)ccc1NC(=S)NCc1ccccc1	-0.7	1106	i	12	-13	581	0.1%	-0.5	1781	0.066	-0.11	-0.25	0.3	3.0	1.6	8.1	15	14	-0.8%
COC(=O)c1ccc2c(=O)n(Cc3ccc(C(=O)NC4CCCC4)cc3)c(=S)[nH]c2c1	0.2	1052	i	30	18	514	-2.4%	-0.31	1486	-0.9	-0.22	-0.52	0.87	3.1	2.7	3.8	0	16	-1.8%

Molecules listed so far with two or more sulfur atoms:
SMILES	b-catenin transl	b-catenin transl cell count 5 µM	Autophagy HCS	Autophagy HCS cell loss 18 h	Hep lipid drop	Hep lipid drop cells 6.5 µM	XIAP displacement	Ins promoter up	Ins promoter up cell count	Dynein cargo inh	Dynein cargo inh cytoplasmic EGFP	Dynein cargo inh nuclear GR-EGFP	Dynein cargo inh cell count	MT stabilizer	MT stabilizer Hoechst-high %	MT stabilizer cytotoxicity %	WT yeast gro inh	WT yeast gro inh mutant strain	CSM14.1 death rescue
CC(C(=O)O)N1C(=O)/C(=C/c2cccn2C)SC1=S (stereo not drawn)	-0.5	549	i	14	1	633	-2.2%	0.35	1264	0.43	-0.24	0.24	0.75	2.5	1.9	1.3	4	9	-2.2%
CCC(C)SCC(=O)Nc1ccc(S(=O)(=O)N2CCOCC2)cc1OC (stereo not drawn)	-1.1	1384	/	/	11	654	/	-0.18	972	0.68	-0.23	0.35	0.4	/	/	/	/	/	/

Next part
SMILES	b-catenin transl	b-catenin transl cell count 5 µM	Autophagy HCS	Autophagy HCS cell loss 18 h	Hep lipid drop	Hep lipid drop cells 6.5 µM	XIAP displacement	Ins promoter up	Ins promoter up cell count	Dynein cargo inh	Dynein cargo inh cytoplasmic EGFP	Dynein cargo inh nuclear GR-EGFP	Dynein cargo inh cell count	MT stabilizer	MT stabilizer Hoechst-high %	MT stabilizer cytotoxicity %	WT yeast gro inh	WT yeast gro inh mutant strain	CSM14.1 death rescue
C#CCOCCOCCOCCNc1nc(N2CCN(C(=O)[C@H]([C@@H](C)CC)n3cc(CCCN=C(N)N)nn3)CC2)nc(N2CCN(C(=O)[C@H](CCCCN)n3cc(CCCC)nn3)CC2)n1	-2.7	575	i	-17	0	758	-6.2%	0.69	1025	-0.33	0.53	0.24	0.45	6.4	1.6	9.8	2	-24	i
CN1C2=NCCN2C(=O)c2cc(Cl)ccc21	-1.0	1107	/	/	12	654	/	0.13	1397	1.2	-0.2	0.6	-0.55	/	/	/	/	/	/
CC(=O)c1sc2nc(-c3cccs3)cc(C(F)(F)F)c2c1N	4.7	1177	+	2.4*	10	807	-6.0%	/	/	-4.3	9.3	-0.34	0.37	5.1	2.8	4.6	3	-18	1.1%
Cn1c(SCc2nnc(-c3ccc(F)cc3)o2)nnc1C1COc2ccccc2O1 (stereo not drawn)	-0.5	1340	i	7	/	/	-2.9%	-0.03	1328	-0.17	-0.34	-0.09	0.49	2.5	2.0	5.3	-5	-12	0.2%
Cc1ccc(S(=O)(=O)NCC(=O)OCc2nnc(-c3ccccc3)o2)cc1C	-5.0	1238	i	1	4	817	-4.2%	-0.39	887	-0.77	0.028	-0.15	0.13	1.7	1.2	11	-21	-1	3.3%
CCOc1cc(N2CCOCC2)c(OCC)cc1NC(=O)CCC1CCCC1	0.3	1156	i	-12	/	/	-4.8%	0.6	1058	-0.35	-0.2	0.0011	0.53	3.5	1.9	10	0	19	0.4%
O=c1c2ccccc2c(C=Nc2ccc(O)cc2)c(O)n1-c1nccs1	0.2	1243	/	/	-1	707	/	-0.13	1186	-0.6	-0.26	-0.69	0.17	/	/	/	/	/	/
